Source: PubChem BioAssay (several laboratories)
HEK293 NOD2/NF-kB – NOD2 signaling inhibitors, cell-based, luminescence, uHTS, HEK293 (AID 1566); HEK293 NOD2/NF-kB luciferase reporter, luminescence; higher % means a stronger effect; one-dose inhibition, % at 4 µM; EC50 in µM for titrated hits; 290,000 compounds, 0.63% hits; in the data active = inhibition above about 50%; note: many of its hits are not listed in these tables
Dynein transport – blocks dynein driven cargo transport along microtubules; 3617.4 mouse cells, GR-EGFP nuclear translocation imaging; test concentration mostly 20 µM; stimulated with dexamethasone, 1 µM; stronger effect = lower value; AID 1381; 220,000 compounds, 0.47% hits; z-score, hits read low;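 active = plate z-score of nuclear minus cytoplasmic receptor signal below a set negative limit, without overly bright fluorescence or cell loss, cut at about -3.5 in these data, passing the limit was not always enough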;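 note: z-score of nuclear minus cytoplasmic ring GR-EGFP intensity difference per well; some compounds called inactive have numbers as strong as hits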
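Schedule: 48 h induction, then 1 h compound, then 30 min agonist, 37 °C. Buffer or medium: tetracycline-free induction medium containing charcoal-stripped FBS. Reagent: 1.0 µM final dexamethasone stimulus. Evaluation: nuclear versus cytoplasmic GR-EGFP signal, averaged per well. Signal: high-content fluorescence imaging after fixation.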
bCat nuc transl – alters nuclear translocation of beta-catenin in HeLa cells; immunofluorescence imaging; nuclear translocation activity, % at 5 µM; 190,000 compounds, 0.3% hits; AID 1665;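 active = nuclear translocation activity above 50% at 5 µM, with a well cell count of 50 or more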;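 note: per-cell ratio of nuclear to cytoplasmic median beta-catenin stain intensity; plate controls were DMSO negative control for no effect and GSK-3 inhibitor IX positive control for full effect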
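Test system: human HeLa cell line; Doses: 5 µM primary, 0.02–20 µM confirmation; Incubation: 24 h compound exposure, 37°C; Detection: beta-catenin immunofluorescence imaging with DAPI; Read-out: beta-catenin nuclear/cytoplasmic ratio, % activation.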
Yfh1-depleted yeast – enhancers of respiration in Yfh1-depleted yeast, dose response, Friedreich's ataxia, plus single-dose screen (AID 1465); S. cerevisiae Yfh1-off respiration, WST-1 reduction, 72 h; higher fold induction means a stronger effect; one-dose fold induction at 50 µM; EC50 in µM for titrated hits; 220,000 compounds, 0.074% hits;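 active = fold induction of absorbance versus untreated yeast above a set limit, then at least 30% activation at any dose in follow-up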;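 note: activators that raise dye reduction in frataxin-depleted yeast; strong numbers were not always called active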
Autophagy HCS – alters autophagy in cells. MEF GFP-LC3 puncta imaging; test concentration mostly 10 µM. calls only at 10 µM (by protocol). 190,000 compounds, 0.98% hits;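 active = percentage of spot-positive cells more than 3 SD above its plate mean, without a fluorescence outlier flag or 80% toxicity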;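 note: spot-positive cell cutoff set from DMSO-treated cells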
NOD1 NF-kB reporter – NOD1 signaling inhibitors, primary screen, cell-based, luminescence, uHTS (AID 1578); 290,000 compounds, 1% hits; one-dose inhibition, % at 4 µM; EC50 in µM for titrated hits; NOD1-driven NF-kB luciferase reporter cells, luminescence; higher % means a stronger effect; in the data active = inhibition mostly above about 36%, no sharp cut-off; inactive = mostly below about 34%;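 note: HEK-293T reporter cells stimulated with the NOD1 agonist gamma-tri-DAP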
M17LAP inhibition – P. falciparum M17LAP inhibitors, primary screen, biochemical, fluorogenic H-Leu-NHMec substrate, 1536-well (AID 1619); recombinant M17LAP, H-Leu-NHMec fluorogenic kinetic assay; higher % means a stronger effect; inhibition, % at 30 µM; hits with a dose series show IC50 in µM; 220,000 compounds, 0.38% hits;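 active = compound inhibiting the enzyme by more than half at any dose during confirmatory dose-response retesting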;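 note: plate controls were full reaction with DMSO carrier for no effect and no enzyme background for full effect; strong numbers were not always called active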
MT stabilizer – stabilizes microtubules in HeLa cells; HeLa tubulin immunostaining HCS, 24 h; share of cells brighter than vehicle mean+2SD; AID 2205; % tubulin-high responders, % at 10 µM; 200,000 compounds, 0.83% hits;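 active = plate Z-score above 3 for both tubulin-high and condensed-nucleus cell shares, with cell loss under 80%, at 10 µM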;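 note: anti alpha tubulin signal scored within the nucleus-defined area of each cell; some results filed as inactive read as strong as hits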
Ins promoter up – MIN6 insulin promoter up-regulation. z-score at 5 µM. MIN6 insulin promoter-GFP reporter, high-content imaging; stronger effect = higher value. 190,000 compounds, 0.3% hits;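 active = z-score above 3 at 5 µM with at least 500 cells counted in the well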
Dynein transport cytoplasmic EGFP – further read-out of Dynein transport, marked with its call; z-score; measured here: cytoplasmic GR-EGFP intensity; stronger effect = higher value
Dynein transport nuclear GR-EGFP – also measured in Dynein transport; calls as there; z-score; measured here: nuclear GR-EGFP intensity;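 lower value marks the stronger effect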
Dynein transport cell count – also measured in Dynein transport; calls as there; z-score; measured here: cell count per field
Ins promoter up cell count – also measured in Ins promoter up; calls as there; cell count; measured here: cytotoxicity, nuclei count;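 total cells summed across four imaged fields per well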
bCat nuc transl cell count 5 µM – also measured in bCat nuc transl; calls as there; cell count; measured here: cell count, cytotoxicity flag
MT stabilizer Hoechst-high % – second read-out of MT stabilizer, no call of its own (marks repeat the call); % Hoechst-high responders; measured here: nuclear condensation Hoechst responders;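 share of cells brighter than vehicle mean plus two SD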
MT stabilizer cytotoxicity % – also measured in MT stabilizer; calls as there; toxicity, %; measured here: cytotoxicity by cell density;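 0% = mean cell density of plate MIN control wells and 100% = no cells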
Autophagy HCS cell loss 18 h – further read-out of Autophagy HCS, marked with its call; toxicity, %; measured here: cell loss, nuclei count;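 cell loss after 18 h compound exposure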
An asterisk follows results filed as active; i = inactive; nt = no result given. The list is partial; count on the stated rates, not on these rows.

SMILES	HEK293 NOD2/NF-kB	Dynein transport	Dynein transport cytoplasmic EGFP	Dynein transport nuclear GR-EGFP	Dynein transport cell count	bCat nuc transl	bCat nuc transl cell count 5 µM	Yfh1-depleted yeast	Autophagy HCS	Autophagy HCS cell loss 18 h	NOD1 NF-kB reporter	M17LAP inhibition	MT stabilizer	MT stabilizer Hoechst-high %	MT stabilizer cytotoxicity %	Ins promoter up	Ins promoter up cell count
CN(C)S(=O)(=O)c1ccc(C(=O)OCC(=O)Nc2sc3c(c2C#N)CCCCC3)cc1	17.4%	0.0149	-0.321	-0.378	0.0863	-0.1	575	i	i	-0.4	-17.3%	4.7%	3.4	2.0	5.7	-0.16	1239
CCOc1cnc(C(=O)NNC(=O)c2ccccc2Br)o1	-9.0%	-0.593	-0.0883	-0.241	0.425	3.2	991	nt	i	2.4	-44.0%	-4.9%	3.4	2.5	7.9	-0.44	1149
CN(C(=O)COC(=O)c1cc(-c2ccco2)nc2ccccc12)C1CCS(=O)(=O)C1 (stereo not given)	-9.2%	-0.671	-0.814	-0.672	0.233	-0.8	1269	i	nt	nt	-12.2%	9.3%	nt	nt	nt	-0.03	1107
Cc1cc(C)cc(N2Cc3ccccc3C2)c1	8.5%	-0.77	-0.235	-0.187	1.28	nt	nt	i	i	2.6	-8.8%	6.2%	3.0	4.3	10.4	-0.83	977
COc1ccc(NS(=O)(=O)c2ccc(OCC(=O)N3CCCC3)cc2)cc1	-10.0%	-0.135	-0.168	0.556	-1.83	0.1	1029	i	i	-6.5	-21.7%	7.7%	2.6	1.3	8.1	-0.13	1583
Cc1nc2ccccc2n1C(=O)c1ccccc1[N+](=O)[O-]	5.2%	-0.598	0.354	-0.326	-0.294	-0.3	1042	i	i	7.6	-16.6%	7.7%	6.9	2.3	9.8	-0.24	1531
CCCCC1=NN(C(=O)c2cocc2C)C(O)(C(F)(F)F)C1 (stereo not given)	6.2%	-0.892	-0.283	-0.417	0.98	-0.8	1217	i	i	3.3	-19.1%	-6.5%	2.2	2.2	8.4	nt	nt
CNC(=S)Nc1ccc(OC)c(OC)c1	1.8%	0.341	-0.201	-0.16	0.502	0.2	1058	i	i	-27.6	-15.7%	-7.8%	4.0	2.7	7.7	-0.44	1866
c1ccc2c(c1)[nH]c1c(N3CCCC3)ncnc12	11.0%	0.209	-0.161	0.275	-0.271	-4.1	1221	i	i	-18.4	32.2%	22.2%	1.9	2.9	6.2	-4.13	918
COCCCNC(=O)CNC(=O)c1cn(-c2ccccc2OC)c(=O)c2ccccc12	-2.6%	-0.74	-0.212	-0.547	0.333	-2.2	1102	i	i	6.5	-30.6%	14.4%	3.9	1.4	10.3	0.08	1281
COc1ccc(S(=O)(=O)n2nc(C)cc2C)c(C)c1C	9.9%	-0.0676	-0.102	0.443	-0.357	3.5	1084	i	i	1.0	-53.4%	-4.8%	2.2	1.7	9.0	-0.11	745
CCOC(=S)SCC(=O)N1CCc2ccccc2C1C1C(=O)CCCC1=O (stereo not given)	6.6%	0.0469	-0.278	-0.0941	0.183	-0.3	1069	i	i	8.3	-25.9%	4.5%	3.4	3.2	5.0	0.06	1476
CCC(C)NC(=O)c1ccc([N+](=O)[O-])c(Cl)c1 (stereo not given)	-2.9%	0.0155	-0.221	-0.0953	-0.739	0.8	1078	i	i	15.8	-23.7%	10.1%	3.7	2.0	9.8	0.5	1556
COc1ccc(S(=O)(=O)N(CC(=O)NCC2CCCO2)c2ccccc2)cc1OC (stereo not given)	-1.3%	0.379	-0.201	0.659	-0.319	-3.3	989	i	i	10.3	-9.2%	2.2%	1.7	2.3	9.0	0.28	1305
CCCNC(=O)c1ccccc1NC(=O)CSCc1ccc(OC)cc1	7.9%	-0.145	-0.0465	0.245	0.383	-4.7	1252	i	i	-1.4	5.7%	-3.1%	2.5	1.6	4.8	-0.3	964
Cn1c(=O)[nH]c(=O)c2c1nc(NCCCn1ccnc1)n2Cc1ccc(F)cc1	1.0%	-0.483	-0.167	-0.184	1.03	-0.1	1167	i	i	-12.5	-14.9%	-2.6%	2.2	4.7	7.6	-0.18	827
CCCCNC(=O)C(c1ccc(-c2ccccc2)cc1)N(CCN1CCOCC1)C(=O)CCCCCN1C(=O)NC(c2ccc([N+](=O)[O-])cc2)C(C(=O)OCc2ccccc2)=C1C (stereo not given)	22.6%	-0.234	-0.212	0.191	0.664	0.8	487	i	i	10.1	-37.0%	1.6%	1.9	1.5	5.5	-0.33	1247
O=C(COC(=O)c1cccnc1Cl)c1ccccc1	6.6%	0.8	-0.0129	-0.108	-1.14	-0.5	1387	i	i	1.6	7.5%	4.5%	2.8	1.5	6.0	-0.85	1464
CC(C)Oc1ccc(/C(O)=C2/C(=O)C(=O)N(CCCn3ccnc3)C2c2cccnc2)cc1 (stereo not given)	14.3%	-1.05	-0.251	-0.542	0.338	-1.7	1128	i	i	1.6	3.5%	4.0%	4.2	3.1	7.5	0.96	1562
CNCCCOc1ccc(C(C)(C)c2ccccc2)cc1	-7.8%	1.17	0.154	0.28	-0.0326	0.7	1032	nt	i	-3.1	-7.1%	-9.3%	2.7	2.3	6.7	0.6	846
COc1cc(-c2noc(C3CCCN(S(=O)(=O)c4cccc(Cl)c4)C3)n2)cc(OC)c1OC (stereo not given)	13.8%	0.545	0.15	0.384	-0.674	-4.7	957	i	i	-8.6	10.5%	-1.9%	2.2	2.6	7.2	-3.23	1112
Cc1ccc(NC(=O)C2CC(=O)n3ncnc3N2)cc1 (stereo not given)	-0.7%	0.107	0.0148	0.726	1.05	-3.0	1212	i	i	5.6	-6.2%	8.1%	1.9	0.5	8.0	-1.14	1035
O=C(CSc1nnnn1C1CCCC1)N1CCOCC1	-4.3%	-0.857	-0.292	-0.449	0.931	0.1	1427	i	i	7.4	-30.1%	-9.1%	1.6	2.2	0.4	0.38	1544
CCOc1ccc(C2C(C#N)=C(C)NC3=C2C(=O)c2ccccc23)cc1 (stereo not given)	14.8%	-0.0324	-0.184	0.427	0.598	-4.5	1126	i	i	1.8	-17.3%	-9.6%	2.8	2.1	6.1	-0.23	924
CCOC(=O)c1c(C)[nH]c(C)c1C(=O)COC(=O)c1cccc(S(=O)(=O)NC)c1	6.3%	-0.334	-0.176	0.313	0.252	0.7	683	i	i	-1.9	6.6%	5.8%	2.9	0.3	14.9	-0.4	1343
O=S(=O)(Nc1ccc(N2CCOCC2)cc1)c1ccc2ccccc2c1	10.0%	0.484	-0.142	0.209	-1.52	nt	nt	nt	i	-5.7	38.4%	8.7%	0.5	1.0	18.8	0.5	831
CCOc1ccccc1N(CC(=O)NC1CCCCC1)C(=O)c1nsc(Cl)c1Cl	-12.4%	2.61	-0.205	0.891	-0.409	1.5	933	i	i	-2.0	-14.1%	-15.9%	4.7	2.5	6.3	nt	nt
CCCCCCCSc1nc(N)cc(=O)[nH]1	16.4%	1.65	-0.205	0.995	-1.52	nt	nt	nt	i	1.5	18.2%	20.7%	1.0	1.7	0.8	-0.42	894
Cc1c(C(=O)O)oc2c1/C(=N\O)CC(C)(C)C2	8.6%	-0.0166	-0.257	0.0137	0.674	-0.4	492	i	i	5.8	-11.6%	-0.4%	2.3	2.2	0.8	-0.01	1191
CCCC(=O)NC(=S)Nc1ccc(CN2CCOCC2)cc1	-5.0%	-0.472	0.244	0.143	0.119	-0.3	1138	i	i	-3.3	-39.7%	1.7%	1.8	4.4	10.4	0.62	1209
O=C1CNC(=S)N1CCc1ccc(Cl)cc1	-4.4%	-1.46	1.02	-0.521	-1.78	-2.5	1217	>100µM*	nt	nt	-11.3%	1.0%	nt	nt	nt	-0.08	1330
CC(C)(C)OC(=O)NCCCC(CCCNC(=O)OC(C)(C)C)C(=O)O	-3.8%	-0.62	0.453	-0.15	0.367	-3.0	1149	i	i	3.5	-10.3%	19.1%	3.7	4.6	6.1	1.21	834
CN(C)S(=O)(=O)c1cc(NC(=O)COC(=O)CCSc2ccc(Cl)cc2)ccc1Cl	12.8%	-1.15	-0.29	-0.581	0.044	-0.6	940	i	i	-16.3	-26.6%	-3.0%	3.4	3.4	0.2	0.02	1287
O=c1[nH]c(-c2ccc(F)cc2)nc2c1sc(=S)n2-c1ccccc1	36.5%	1.75	-0.00826	1.48	-1.16	0.3	1101	i	i	9.2	9.7%	3.0%	4.2	1.1	3.7	-0.37	1218
CCOC(=O)C(CCCCOc1ccc([N+](=O)[O-])cc1)C(=O)OCC	11.7%	-0.92	-0.135	-0.605	0.575	0.6	1349	i	i	-5.4	7.3%	9.4%	2.0	1.9	6.3	-0.16	1719
CSCCC(C(=O)N1C[C@]2(C)C[C@H]1CC(C)(C)C2)N1C(=O)c2ccccc2C1=O (stereo not given in full)	16.6%	-0.216	-0.176	-0.272	0.333	-0.1	1266	i	i	8.0	6.9%	7.6%	3.6	1.6	9.8	-0.02	1754
COc1ccc(C)cc1NC(=O)c1ccc(NS(=O)(=O)c2cccc3cccnc23)cc1	22.2%	-0.237	-0.207	0.298	0.201	0.3	1277	i	nt	nt	2.9%	0.5%	nt	nt	nt	nt	nt
